High-throughput results as filed in PubChem BioAssay.
CF NFkB block: cystic fibrosis NF-kB activation inhibition | KKLEB NF-kB-GFP reporter, PAF-induced, GFP fluorescence overnight | inhibition, % at 5 µM | actives 0.86% (n = 360,000) | AID 588850;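 active = at least 50% inhibition at 5 µM, scaled per plate between neutral and stimulator controls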;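 also: PAF is a Pseudomonas aeruginosa culture filtrate used as stimulus; plate controls were PAF-stimulated DMSO wells for no effect and unstimulated DMSO wells for full effect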
LMP1 NFkB inh: reduces LMP1-driven NF-kappaB luciferase signal | actives 0.69% (n = 350,000) | LMP1-induced NF-kappaB luciferase reporter cells, luminescence | AID 504558 | inhibition, % at 12.5 µM; in the data active = inhibition above about 41%;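 also: 0% = neutral control wells and 100% = reference inhibitor control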
TRAIL sens C8: caspase-8 TRAIL sensitization | NB7+C8 cells + TRAIL, ATPlite viability luminescence | inhibition (viability loss, TRAIL sensitization), % at 10 µM | actives 1% (n = 360,000) | AID 624354;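 active = compounds causing at least 50% loss of cell viability in the single-dose screen, relative to plate controls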
NR2E3 ag-1: human photoreceptor-specific nuclear receptor agonism; Q9Y5X4; AID 602229; CHO-S Gal4-NCOR/VP16-NR2E3 two-hybrid, luciferase; inhibition of corepressor binding, % at 3.98 µM; actives 0.35% (n = 360,000);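 active = inhibition above the mean of all tested compounds plus 3 SD, cut at about 70% in these data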;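 also: 0% = DMSO with NR2E3 transfected cells and 100% = cells lacking NR2E3 construct; higher means lower luciferase signal from less NR2E3 corepressor binding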
Target sequence (Q9Y5X4 whole entry, looked up, the tested form may be a part): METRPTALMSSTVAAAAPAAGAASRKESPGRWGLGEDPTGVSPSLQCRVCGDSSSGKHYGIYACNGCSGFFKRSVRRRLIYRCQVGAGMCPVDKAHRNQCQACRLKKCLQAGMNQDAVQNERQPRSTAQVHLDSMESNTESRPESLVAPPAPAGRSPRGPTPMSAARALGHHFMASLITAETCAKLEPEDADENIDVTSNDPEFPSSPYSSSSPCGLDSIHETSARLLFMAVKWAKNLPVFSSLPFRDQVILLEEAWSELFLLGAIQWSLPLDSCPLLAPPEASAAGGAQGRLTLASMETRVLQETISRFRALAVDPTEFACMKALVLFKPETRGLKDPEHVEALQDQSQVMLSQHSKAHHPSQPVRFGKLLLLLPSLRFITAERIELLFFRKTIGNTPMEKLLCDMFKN
HIF-2a inh: HIF-2a inhibition | 786-0 RCC cells HIF-2a reporter, luciferase luminescence, overnight | AID 624352 | inhibition, % at 18.8 µM | actives 0.72% (n = 360,000);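 active = inhibition of the luminescence signal of 40% or more relative to plate controls, in a single-dose primary screen at 18.75 µM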
Peg3 prom inh: Peg3 promoter activity inhibition; AID 588405; actives 1.7% (n = 360,000); inhibition, % at 20 µM; HeLa PEG-Prom luciferase reporter, luminescence, overnight;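 active = inhibition of at least 50% at 20 µM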
TRPM1 prom inh: inhibitors of MITF-driven TRPM1 promoter in melanoma cells; SK-MEL-5 TRPM1 promoter luciferase, 24 h; inhibition, % at 12.5 µM; actives 0.83% (n = 330,000); AID 488899;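 active = mean inhibition across replicates of 60% or more, whatever share of single replicates reaches that level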; also: values of inactives mirror those of a sister screen read the other way
Shn3 3UTR inh: reduces Shn3 3'UTR luciferase signal in osteoblasts; actives 0.52% (n = 360,000); inhibition, % at 12.5 µM; Clone20 osteoblast Shn3 3'UTR firefly luciferase, 24 h;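 active = mean inhibition of at least 75% with every replicate also reaching 75%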;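 also: 0% = median of neutral control wells and 100% = pilot-screen positive control compound; some compounds past the cut are filed as inactive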
NR2E3 ag-2: activates human photoreceptor nuclear receptor NR2E3 | AID 2300 | GST-NR2E3/biotin-RetCOR TR-FRET, 1536-well | inhibition of corepressor binding, % at 4.78 µM | actives 0.12% (n = 320,000);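 active = percent inhibition above the cutoff of mean plus 3 SD of all tested compounds, set per screening campaign, cut at about 20% in these data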;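 also: 0% = DMSO wells and 100% = biotin wells as full block of FRET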
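Assay system: NR2E3–RetCOR corepressor complex. Quantity: 1.35 nM GST-NR2E3. Buffer or medium: pH 7.5 Tris-based buffer. Reagent: biotinylated RetCOR corepressor at 7 nM final. Schedule: 5 h at 4 °C. Detection: TR-FRET, emission read at 617 and 671 nm. Replicates: one well per compound, singlicate testing.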
KKLEB tox: reduces viability of KKLEB cystic fibrosis airway cells; KKLEB CF airway cells viability, ATPlite luminescence, overnight; hits give low values; cells stimulated with P. aeruginosa culture filtrate; actives 0.36% (n = 360,000); activity change (cytotoxicity), % at 5 µM;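 active = corrected activity change at or below -50% at 5 µM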
hiPSC survival: increases survival of single human iPS cells. hiPSC single-cell survival, ATPlite luminescence; 100% = ROCK inhibitor wells, 0% = DMSO. actives 0.044% (n = 360,000). survival enhancement, % at 20 µM; in the data active = survival enhancement above about 18%;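 also: cells exposed to compounds for 16 hours before the ATP read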
Numbers without * were called inactive; . = not tested or not shown.

item	molecule	CF NFkB block	LMP1 NFkB inh	TRAIL sens C8	NR2E3 ag-1	HIF-2a inh	Peg3 prom inh	TRPM1 prom inh	Shn3 3UTR inh	NR2E3 ag-2	KKLEB tox	hiPSC survival
1	COc1ccccc1CCC(=O)NCCCn1ccc2ccccc21	7	1	0	-28	26	13	2	16	0	12	-0.4
2	Cc1nc2sc(C(c3cccs3)N3CCC4(CC3)OCCO4)c(O)n2n1 (centres undefined)	3	-11	-19	-3	-3	16	11	-19	1	-15	-1.4
3	CC(=O)Nc1cc(C(C)C)c(O)c(C(C)C)c1	7	2	7	19	17	-1	1	10	-1	1	4.6
4	Cc1cc(F)ccc1S(=O)(=O)N1CCCOC1CNC(=O)C(=O)NCCc1ccccc1 (centres undefined)	-37	-5	-4	21	14	18	8	-5	3	18	0.1
5	CCOC(=O)c1[nH]ncc1CN1CCCC(C(=O)c2ccc(C(C)(C)C)cc2)C1 (centres undefined)	-9	2	6	-5	14	9	5	-1	1	-7	-1.7
6	C/C(=N\NC(=O)COc1ccc(C(C)(C)C)cc1)c1ccc2c(c1)OCCO2	-16	1	-3	-21	-36	-33	1	-5	2	11	-0.2
7	CC1(C)CC(=O)c2cc(NC(=O)c3ccccc3)c(=O)oc2C1	-28	-2	-5	-35	-53	-9	-19	-7	3	8	0.9
8	CC(=O)c1cccc(NC(=O)C(=O)c2cn(CC(=O)N3CCCCC3)c3ccccc23)c1	-10	1	13	-22	-41	-45	-3	-12	4	-2	-0.5
9	C/C(=N/NC(=O)CNC(=O)c1cccc(F)c1)c1ccc2c(c1)CCCC2	4	-1	-3	-24	-28	-22	-3	52	4	-12	-1.1
10	CCOc1ccccc1NC(=O)CCS(=O)(=O)c1cccc2nonc12	17	1	0	-26	11	8	16	1	-2	5	-2.0
11	C/C(=N\n1cnnc1)c1ccccc1	-26	-1	-3	-32	2	2	0	3	-2	4	-0.2
12	COc1cc(C(=O)NNC(=S)NC(=O)c2ccc3c(c2)OCO3)cc(OC)c1OC	20	.	15	-9	21	19	.	10	3	-18	-0.1
13	O=C(NCc1cc2ccccc2[nH]1)C1CCC(=O)N(CC2CCCCC2)C1 (centres undefined)	-31	-10	1	-22	10	4	.	-11	.	3	0.1
14	CCOc1ncccc1C(=O)NCC1COc2ccccc2O1 (centres undefined)	16	4	-8	0	12	4	-8	10	3	-10	1.7
15	CCOC(=O)C1=C(COC(=O)C2(C)CC2(Cl)Cl)NC(=O)NC1c1ccc(OC)cc1 (centres undefined)	4	-1	-4	-9	17	0	5	23	-3	-4	0.4
16	COc1cccc(C(=O)Nc2ccc3c(c2)CCCN3C(=O)c2cccs2)c1OC	20	9	18	-22	-119	-24	-23	0	-3	-14	-0.3
17	COc1cc(C(=O)OCC(=O)NC(=O)NC2CCCCC2)cc(Cl)c1OC	15	7	-7	-20	6	6	1	7	-3	-31	-0.4
18	Cc1ccc(NNC(=O)C(=O)N2CCCCC2)cc1	-15	-16	-5	57	14	11	13	-17	2	6	-2.4
19	COc1ccccc1OCC(=O)NNC(=O)c1c(-c2ccccc2Cl)noc1C	-9	-1	7	-8	20	-2	9	1	1	6	0.3
20	Cc1cc(C)c(NC(=S)N(CCCN2CCOCC2)Cc2cccnc2)c(C)c1	1	-3	-2	-4	10	4	2	-12	2	0	0.0

item	molecule	CF NFkB block	LMP1 NFkB inh	TRAIL sens C8	NR2E3 ag-1	HIF-2a inh	Peg3 prom inh	TRPM1 prom inh	Shn3 3UTR inh	NR2E3 ag-2	KKLEB tox	hiPSC survival
21	Cc1nn(Cc2ccccc2)c(C)c1/C=N/NC(=O)c1ccncc1	4	-5	9	-12	17	9	2	16	-5	3	-0.6
22	Cc1cc(C)c2sc(N(CCN(C)C)C(=O)c3c(F)cccc3F)nc2c1	22	-7	13	-33	-7	3	11	-13	-1	-20	-0.3
23	CCOC(=O)c1ccc(NC(=O)c2cn(-c3ccccc3)nc2-c2ccncc2)cc1	5	4	7	-9	11	43	-12	0	2	-7	-1.5
24	CN(CC(=O)Nc1cc(S(=O)(=O)N2CCOCC2)ccc1Cl)C1CCS(=O)(=O)C1 (centres undefined)	-5	-6	2	-14	-3	5	-2	16	0	6	1.9
25	Cc1cccc(NC(=O)CSc2ccc(-c3ccco3)nn2)c1C	-2	-1	-6	15	1	-7	0	6	0	4	0.3
26	CCc1c(C)c2cc(Cl)c(O)c(CN(C)C)c2oc1=O	-8	2	-2	-3	13	2	4	3	-1	-10	-0.9
27	COC(=O)C(NC(=O)c1ccco1)(Nc1nc(C)cs1)C(F)(F)F (centres undefined)	-4	-1	10	-13	3	10	0	0	-2	10	1.4
28	CCOC(=O)CNC(=O)N1CCCC(Cc2ccccc2)(C(=O)OCC)C1 (centres undefined)	-4	6	27	-6	25	5	12	-5	3	-8	-0.6
29	Cc1nc(COc2ccc(C(=O)NCc3ccccc3CN3CCCCC3)cc2)cs1	16	-2	0	-8	-32	-3	-53	15	2	-12	0.3
30	CC(C(=O)NC1CCCC1)N(C(=O)CS(=O)CC(=O)Nc1ccc(F)cc1)c1ccc2c(c1)OCCO2 (centres undefined)	-14	13	-1	8	-1	0	-2	17	3	-8	1.7
31	CC(C)(CN1CCOCC1)NS(=O)(=O)c1ccccc1	-13	-3	-18	4	2	-1	12	-22	-1	2	0.7
32	CCN(CC)C(=O)C1=C(C)NC(=S)NC1c1cccs1 (centres undefined)	-8	5	1	-9	11	14	2	-3	-2	2	0.3
33	CCOC(=O)c1ccccc1NC(=O)COC(=O)c1ccc(C)c(S(=O)(=O)N2CCOCC2)c1	-5	1	-1	-24	10	16	2	-11	-1	-10	11
34	CCOC(=O)c1ccc(Nc2ncccc2[N+](=O)[O-])cc1	-4	-44	8	-77	-288	-248	-64	-78	-3	1	1.8
35	CCNc1cc2c(cc1O)CCC1C2CCC2(C)C(O)CCC12 (centres undefined)	27	4	14	-7	7	3	16	-1	.	2	-1.7
36	O=C(CCSc1ccccc1)NCCSc1ccccn1	-13	18	-14	-4	-2	11	-7	9	2	8	0.9
37	O=C(NCC(c1ccco1)N1CCCCC1)c1cccc(S(=O)(=O)Nc2ccccc2Cl)c1 (centres undefined)	13	7	-1	-9	22	9	3	3	-4	-3	-0.1
38	CCOC(=O)C1(CC2CC2)CCN(C(=O)c2cccnc2C)CC1	-10	3	-5	-15	-55	-43	-16	2	2	3	3.9
39	O=C(CSc1nc2nc3c(cc2c(=O)n1-c1ccccc1)CCCC3)Nc1cccc2ccccc12	5	5	3	1	35	10	4	-7	-3	-1	0.7
40	O=C(CN1CCCc2ccccc21)Nc1cc(S(=O)(=O)N2CCCC2)ccc1Cl	15	1	-1	-2	3	15	21	16	0	-11	0.6

Some of the entries above, reformatted.
#28 CCOC(=O)CNC(=O)N1CCCC(Cc2ccccc2)(C(=O)OCC)C1 (centres undefined)
#29 Cc1nc(COc2ccc(C(=O)NCc3ccccc3CN3CCCCC3)cc2)cs1

Assay by compound | 28 | 29
CF NFkB block | -4 | 16
LMP1 NFkB inh | 6 | -2
TRAIL sens C8 | 27 | 0
NR2E3 ag-1 | -6 | -8
HIF-2a inh | 25 | -32
Peg3 prom inh | 5 | -3
TRPM1 prom inh | 12 | -53
Shn3 3UTR inh | -5 | 15
NR2E3 ag-2 | 3 | 2
KKLEB tox | -8 | -12
hiPSC survival | -0.6 | 0.3

Next section.
item	molecule	CF NFkB block	LMP1 NFkB inh	TRAIL sens C8	NR2E3 ag-1	HIF-2a inh	Peg3 prom inh	TRPM1 prom inh	Shn3 3UTR inh	NR2E3 ag-2	KKLEB tox	hiPSC survival
41	CSc1ccccc1C(=O)Nc1ccc(C)c(C)c1	-11	-14	0	-57	-268	-182	-59	-10	4	-3	-0.3
42	c1ccc2c(c1)oc1c(N3CCN(Cc4ccc5c(c4)OCO5)CC3)ncnc12	-9	-15	19	39	-306	-174	-8	5	.	-6	5.4
43	O=C(CNC(=O)[C@@H]1Cc2ccccc2CN1)NC1CCCCC1	6	-9	-2	9	10	11	-2	-18	-1	-2	-0.5
44	O=C(NC(=S)NC1CCCCC1)c1ccc(F)cc1	13	-28	-11	-92	-204	-262	-54	-77	-1	-9	-0.2
45	CC(C)N1CCC(N2CCN(Cc3ccc(-c4ccccc4Cl)o3)CC2CCO)CC1 (centres undefined)	10	5	11	-13	8	-7	-16	16	4	-8	-1.8
46	COc1ccc(N2CCN(C(=O)CCCC(=O)c3ccccc3)CC2)cc1	15	-11	-30	-21	-10	-12	-5	-5	3	14	0.7
47	O=c1[nH]cnc2c1ncn2[C@@H]1O[C@H](COS(=O)(=O)O)[C@@H](O)[C@H]1O	-12	-2	-2	-19	3	-13	3	-12	.	8	-3.1
48	CCOCCCn1c(SCC(=O)NC(C)C)nc2ccccc2c1=O	-4	7	-2	14	-2	2	2	1	3	2	0.5
49	CCN(C[C@H]1N[C@@](Cc2ccccc2)(C(=O)OC)[C@H]2C(=O)N(Cc3ccccc3)C(=O)[C@@H]12)C(=O)COC	5	12	0	-37	9	9	3	-5	.	7	-0.4
50	Cc1onc(-c2ccccc2)c1C(=O)N1CCCC(C)(C(=O)NS(=O)(=O)C2CC2)C1 (centres undefined)	-29	.	-8	6	5	2	.	17	.	3	3.5
51	COc1ccc(S(=O)(=O)N2CCCCCC2)cc1C(=O)N(C)Cc1ccc(C)cc1	31	-4	7	7	12	15	8	35	2	-5	0.4
52	CC[C@]12c3[nH]c4ccccc4c3CCN1C(=O)C(CC(=O)NCC13CC4CC(CC(C4)C1)C3)C[C@@H]2C(=O)N1CCN(C(=O)C2CC2)CC1 (some centres undefined)	-3	-4	-6	-11	-10	-8	14	49	.	-8	-2.4
53	COC(=O)c1ccccc1NC(=O)CN(C1CCCCC1)S(C)(=O)=O	-8	3	-2	-6	18	6	1	13	-3	-6	-3.8
54	CSCc1ccc(C(=O)N2CCC(CCC(=O)N(C)Cc3ccccc3)CC2)o1	-14	4	11	-10	4	2	10	2	2	27	0.3

The list is partial. The share of hits here may be higher or lower than overall.
